# MCF10A rerep: inducers of DNA re-replication in MCF 10A breast cells; MCF 10A DNA re-replication, Hoechst nuclear intensity, 48 h; Potency, µM (highest dose often 46.1 µM), without a hit: at the highest dose activity, positive = re-replication, usual class: activators; 350,000 tested, 2.9% active; also: % of control where 0% means no effect; nearly all actives have a fitted effect of over 50% in size
# ATXN viability: viability counter-screen for ATXN expression inhibitors; S2 cells (HEK-293 line with an ATXN2-luciferase reporter) viability, CellTiter-Fluor protease fluorescence, 24 h; Potency, µM (top dose mostly 56.7 µM), most hits filed as cytotoxic; 400,000 tested, 0.49% active; also: nearly all actives have a fitted effect of over 40% in size
# HepG2 tox: kills HepG2 cells in TGF-b inhibitor counter-screen; HepG2 CAGA-GFP viability, ATP luminescence, 18 h; Potency, µM (highest dose often 46.1 µM), without a hit: at the highest dose activity change, negative = cytotoxicity, hits mostly cytotoxic; 410,000 tested, 0.76% active; AID 588856; also: some results filed as inactive show a strong effect at the top dose
#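 CellTiter-Glo luminescence gave cytotoxicity after 18 hours at 37 degrees C. The cells were HepG2 CAGA-GFP in 1% FBS DMEM, stimulated with 500 pg/mL TGF-beta after compound addition. %Activity was normalised to no-cell wells (complete cell-killing) and DMSO (no toxicity), and curves were fitted and classified.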
# Nrf2 inh: blocks Nrf2 signaling; A549 ARE-Fluc reporter, luciferase luminescence, 18-24 h; Potency, µM (highest dose often 46 µM), inactives show at the top dose activity change, negative = inhibition, actives largely listed as inhibitors; 360,000 tested, 2.1% active; also: % is scaled to controls: 0 for no effect and ±100 for the full control effect; nearly all actives have a fitted effect of over 60% in size
#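 Quantitative HTS in A549 cells stably bearing an antioxidant response element-firefly luciferase construct. Inhibition of Nrf2-driven transcription was scored by luminescence after 18-24 h of compound exposure at 37 °C.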
# A549 tox: A549 cytotoxicity, counter-screen for Nrf2 inhibitors. A549 ARE-Fluc cells, CellTiter-Fluor viability, 18-24 h. Potency, µM (titrated, usually from 46 µM), for the others: at the top dose activity change, negative = cytotoxicity, most hits filed as inhibitors. 390,000 tested, 0.16% active. AID 504648; also: % is scaled to controls: 0 for no effect and ±100 for the full control effect
#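 A549 ARE_Fluc cells in 5% FBS OPTI-MEM were exposed to compounds in concentration-response for 18-24 h at 37 deg C. Viability was read by CellTiter-Fluor fluorescence (Ex 405/Em 525) after 30 min, before the luciferase read.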
# EPAC2 antag: antagonists of human EPAC2 | EPAC2 GEF exchange of Rap1B-BODIPY-GDP, fluorescence | Potency, µM (series often up to 114 µM), for the others: at the top dose activity, negative = inhibition, actives largely listed as inhibitors | Q8WZA2 | 360,000 tested, 0.18% active; also: % is scaled to controls: 0 for no effect and ±100 for the full control effect; nearly all actives have a fitted effect of over 45% in size; many of its hits are not listed in these tables
# Target sequence (Q8WZA2 whole entry, looked up): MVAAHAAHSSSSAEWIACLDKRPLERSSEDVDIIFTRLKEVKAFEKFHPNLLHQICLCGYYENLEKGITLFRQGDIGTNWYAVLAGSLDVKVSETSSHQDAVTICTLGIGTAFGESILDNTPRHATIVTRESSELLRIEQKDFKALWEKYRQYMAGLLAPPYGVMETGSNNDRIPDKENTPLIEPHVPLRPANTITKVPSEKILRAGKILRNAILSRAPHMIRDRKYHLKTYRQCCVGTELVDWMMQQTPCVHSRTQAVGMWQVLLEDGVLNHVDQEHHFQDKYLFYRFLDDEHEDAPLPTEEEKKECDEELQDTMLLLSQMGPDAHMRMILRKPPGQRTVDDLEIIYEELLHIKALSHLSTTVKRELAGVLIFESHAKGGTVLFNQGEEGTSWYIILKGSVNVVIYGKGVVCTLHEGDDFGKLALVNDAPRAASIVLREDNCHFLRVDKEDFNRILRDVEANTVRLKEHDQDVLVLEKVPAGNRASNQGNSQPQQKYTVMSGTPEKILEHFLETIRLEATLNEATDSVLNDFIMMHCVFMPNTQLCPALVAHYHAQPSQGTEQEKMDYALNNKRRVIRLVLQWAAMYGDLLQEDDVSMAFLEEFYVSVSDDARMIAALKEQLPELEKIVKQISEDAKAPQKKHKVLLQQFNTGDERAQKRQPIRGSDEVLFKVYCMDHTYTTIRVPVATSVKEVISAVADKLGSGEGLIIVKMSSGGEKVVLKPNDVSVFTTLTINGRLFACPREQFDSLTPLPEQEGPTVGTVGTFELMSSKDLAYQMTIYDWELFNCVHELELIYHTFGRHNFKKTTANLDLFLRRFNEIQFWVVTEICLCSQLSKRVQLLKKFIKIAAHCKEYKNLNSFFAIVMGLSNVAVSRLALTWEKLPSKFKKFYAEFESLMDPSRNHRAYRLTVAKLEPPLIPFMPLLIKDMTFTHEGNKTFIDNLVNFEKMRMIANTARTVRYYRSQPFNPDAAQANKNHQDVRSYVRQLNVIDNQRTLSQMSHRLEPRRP
# Nrf2 activator: Nrf2 pathway activation | AREc32 ARE-luciferase reporter (MCF7-derived line), luminescence, 24 h | Potency, µM (top dose mostly 46.1 µM), inactives show at the top dose activation, usual class: activators | 410,000 tested, 0.31% active; also: % of control where 0% means no effect; nearly all actives have a fitted effect of over 65% in size
#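 Cells of the AREc32 ARE-luciferase line are plated in OPTI-MEM containing 5% FBS and left overnight at 37 deg C. Compounds are pinned in, incubation continues 24 hr, and firefly luciferase signal is then measured.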
# TGFb SMAD3 inh: blocks TGF-b signaling; 410,000 tested, 1.2% active; HepG2 CAGA-GFP TGF-b/SMAD3 reporter, GFP fluorescence, 18 h; TGF-beta stimulated, 500 pg/mL final; AID 588855; Potency, µM (top dose mostly 46.1 µM), without a hit: at the top dose activity, negative = inhibition, hits mostly inhibitors; also: % is scaled to controls: 0 for no effect and ±100 for the full control effect; nearly all actives have a fitted effect of over 65% in size
#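 TGF-beta reporter screen: HEPG2 CAGA-GFP, 1% FBS, 500 pg/mL TGF-beta final, 18 h; per-cell GFP summed per well; curves fitted and categorized by class.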
# ATXN2 expr inh: reduces ATXN2 reporter expression in HEK-293 cells; HEK-293 ATXN2-luciferase reporter, luminescence, 24 h; Potency, µM (top dose mostly 57 µM), for inactives: at the highest dose activity change, negative = inhibition, hits mostly inhibitors; 360,000 tested, 0.72% active; AID 1745845; also: % is scaled to controls: 0 for no effect and ±100 for the full control effect; nearly all actives have a fitted effect of over 55% in size
#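 ATXN2-luciferase reporter cells (luciferase flanked by upstream and downstream ATXN2 gene portions) were treated 24 h at 37 °C with compounds at up to 57 uM. SteadyGlo luminescence gave expression; GF-AFC fluorescence gave viability.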
# * = called active by the depositor; i = inactive; ? = inconclusive; . = not tested or not shown; [ ] = remark or other dose. Calls follow the shape of the dose curve; as a rule, active = well fitted curve in the direction sought with a large enough effect; inconclusive = small, poorly fitted or top-dose-only effect, or another doubt; inactive = no such curve, though single readings can be large; an effect the other way counts as inactive or inconclusive. Potency is read from the fitted curve at half-maximal effect. This is a subset. The share of hits here may be higher or lower than overall.
# Start of the data: the first 2 compounds, to show the layout:
SMILES	MCF10A rerep	ATXN viability	HepG2 tox	Nrf2 inh	A549 tox	EPAC2 antag	Nrf2 activator	TGFb SMAD3 inh	ATXN2 expr inh
CCc1cc2c(=O)n(Cc3ccco3)c(SCC(=O)N(C)C3CCS(=O)(=O)C3)nc2s1 (configuration not stated)	14%	i	3%	-13%	-6%	-11%	2.1%	5%	9%
Cc1ccc(Nc2nc(CSc3nnc(-c4ccccc4C)n3C)cs2)cc1	?	i	-31%	?	-22%	-14%	7.2%	0%	13%

# All compounds of this part (from the top)
SMILES	MCF10A rerep	ATXN viability	HepG2 tox	Nrf2 inh	A549 tox	EPAC2 antag	Nrf2 activator	TGFb SMAD3 inh	ATXN2 expr inh
CCc1cc2c(=O)n(Cc3ccco3)c(SCC(=O)N(C)C3CCS(=O)(=O)C3)nc2s1 (configuration not stated)	14%	i	3%	-13%	-6%	-11%	2.1%	5%	9%
Cc1ccc(Nc2nc(CSc3nnc(-c4ccccc4C)n3C)cs2)cc1	?	i	-31%	?	-22%	-14%	7.2%	0%	13%
Cc1cccc(Oc2ncnc3oc(-c4ccccc4)cc23)c1C	8%	i	8%	?	.	0%	-0.6%	-16%	2%
CCN(C(=O)COC(=O)c1ccccc1Nc1cccc(C)c1C)C1CCS(=O)(=O)C1 (configuration not stated)	?	i	2%	3%	-3%	-2%	0.3%	-7%	6%
CN(C)C(=O)CSc1ncnc2scc(-c3ccccc3)c12	-25%	i	-8%	0%	-1%	4%	-0.4%	-8%	7%
CCc1ccc(CNC(=O)c2cnc3sc(N(CC)CC)nn3c2=O)cc1	.	.	-35%	-2%	1%	.	0.6%	?	.
COc1ccc(OCCOc2ccc(N(C)S(=O)(=O)c3ccccc3)cc2)cc1	11%	i	-27%	-17%	6%	-2%	-2.7%	-15%	-36%
CCCN(CC1CC1)c1nc(N)c2c(N)nc(OC)cc2c1C#N	?	i	-5%	?	-15%	?	1.7%	-12%	-12%
Cc1ccc(C(=O)Nc2ccccc2C(=O)O)cc1S(=O)(=O)N1CCCCCC1	.	i	-17%	?	-6%	.	-0.4%	?	101%[activator]
COc1cc(C(=O)NCC(c2ccco2)S(=O)(=O)c2ccccc2)cc(OC)c1OC (configuration not stated)	.	.	-14%	.	6%	.	0.0%	-15%	.
C/C(=N\NC(=O)c1c(Cl)cnn1C)c1cccc(NC(=O)C(C)C)c1	-66%[inhibitor]	i	4%	7%	-2%	1%	0.6%	-18%	3%
CCc1cc2ccccc2nc1SCC(=O)Nc1cc(OC)c(OC)cc1C(=O)O	9%	i	3%	5%	-3%	-14%	-0.2%	-2%	5%
CCC(C)C(=O)Nc1cc(Cl)ccc1C(=O)O (configuration not stated)	11%	?	7%	0%	1%	1%	-0.6%	0%	-19%
CCCCn1nc(NC(=O)c2cccc(Cl)c2)c2cc3cccc(C)c3nc21	.	.	4%	8%	10%	.	-0.6%	.	.
COc1ccc(S(=O)(=O)Nc2cc(Cl)ccc2OC)cc1	3.3µM*	?	-1%	?	14%	-4%	0.7%	-7%	-11%
CC(NS(=O)(=O)c1ccc(CCC(=O)N2CCN(C)CC2)cc1)c1ccccc1 (configuration not stated)	2%	i	-7%	17%	0%	0%	-0.1%	-3%	-20%
CCOC(=O)C1CCN(S(=O)(=O)c2ccc3c(c2)N(C(C)=O)CCO3)CC1	1%	i	7%	-17%	3%	1%	-0.1%	20%	-8%
CN(C)C(=S)Nc1ccc(Br)cc1Cl	1%	i	10%	3%	-10%	-8%	-0.5%	-16%	11%
O=C(CN(C(=O)CCC(=O)Nc1ccccn1)c1ccc(F)cc1)NCc1ccco1	24%	i	4%	-13%	-11%	3%	-0.5%	5%	0%
O=S(=O)(NCCCO)c1ccc2c(c1)Cc1cc(S(=O)(=O)NCCCO)ccc1-2	-7%	i	13%	11%	-7%	11%[57.1 µM]	0.0%	34%[activator]	-4%
CCCCCCOC(=O)Cc1c(C)nc(N)[nH]c1=O	?	i	-3%	-5%	4%	17%	-0.4%	-6%	0%
Cc1cc(C)c(NC(=O)Cn2c(=O)n(Cc3ccccc3)c(=O)c3c(C)c(C(=O)N(C)C)sc32)c(C)c1	.	i	-4%	.	9%	.	0.0%	0%	3%
O=C(O)CCC(NS(=O)(=O)c1ccc(N2CCCC2=O)cc1)C(=O)O (configuration not stated)	2%	i	2%	1%	-3%	5%	2.1%	6%	5%
O=C(Nc1ccc2nc([C@@H]3O[C@H](CO)[C@@H](O)[C@H](O)[C@H]3O)[nH]c2c1)NC(c1ccccc1)c1ccccc1	.	i	0%	.	.	?	-0.1%	-16%	6%
CCOc1ccc(Nc2nc3ccccc3n2C)cc1	-1%	i	-21%	?	9%	-16%	3.2%	8%	32%[activator]
Cn1c2c(c(=O)n(C)c1=O)CN(Cc1ccccc1)CN2	.	i	-3%	.	.	1%	0.2%	-2%	5%
Cc1ccc(C(=O)N2CCCCC2C(=O)O)cc1S(=O)(=O)N1CCCCC1 (configuration not stated)	-1%	i	-1%	?	4%	16%	-1.1%	19%	1%
COc1ccc(CCNC(=O)C2CCC(=O)N2Cc2ccccc2Cl)cc1OC (configuration not stated)	-6%	?	-1%	3%	1%	0%	-0.1%	-8%	.
Cc1occc1C(=O)NNC(=O)C(c1ccccc1)c1ccccc1	-3%	i	0%	.	7%	7%	0.1%	12%	9%
CCOc1ccc(OC(=O)c2sc3ncn(Cc4cccc(F)c4)c(=O)c3c2C)cc1	.	i	1%	.	13%	.	-0.6%	3%	4%
Cn1[nH]cc(C=NC(N)=O)c1=O	-6%	i	4%	-3%	13%	11%	-0.6%	2%	-16%
Cc1ccccc1OC(C)C(=O)N1CCC(Cc2ccccc2)CC1 (configuration not stated)	?	i	-5%	-17%	2%	-25%	0.2%	0%	-14%
COc1ccc(-c2noc(-c3ccc(N4CCCC4)c([N+](=O)[O-])c3)n2)cc1OC	.	i	8%	21%	0%	.	-1.0%	0%	0%
CCCNC(=O)C1(C)CCN(Cc2noc(-c3ccccc3OC)n2)C1 (configuration not stated)	.	i	-15%	.	.	6%	0.3%[9.22 µM]	6%	1%
COc1ccc(CNC(=O)c2cccc(S(=O)(=O)N3CCCCC3)c2)cc1OC	-7%	i	-39%	5.2µM*	-19%	-4%	0.0%	?	?
COc1ccc(-c2ccc(CCC(=O)O)o2)cc1	?	?	-9%	?	-3%	22%	?	-2%	-15%
O=C(COC(=O)c1cccc2ccccc12)Nc1ncc(C(F)(F)F)cc1Cl	-183%[0.0737 µM]	i	-18%	2%	-1%	-1%	-0.4%	-2%	-2%
O=C(CCc1cn(Cc2ccccc2Cl)c2ccccc12)NC1CCCCC1	.	.	-31%	?	-2%	.	-1.0%	?	.
O=C1C[C@@H]2CCN3C(=O)CCC[C@@H]([C@H]23)[C@@H]1Cc1ccccc1	-1%	i	8%	1%	-6%	2%	-0.9%	-2%	5%
O=C(Nc1ccccc1)c1cc(C2CCCCN2C(=O)c2cccs2)on1 (configuration not stated)	.	?	-16%	.	.	6%	1.3%	2%	-5%
COc1ccc(NC(=O)c2cc(S(=O)(=O)N3CCc4ccccc43)cn2C)cc1	8%	i	-12%	-12%	0%	-9%	2.3%	-6%	0%
CCC(=O)Oc1ccc(C(=O)Nc2ccccc2C(=O)NCC(C)C)cc1	11%	?	0%	14%	0%	-11%	0.0%	6%	.
COc1cccc(NC(=O)c2ccc(NC(=O)C(C)(C)C)cc2)c1	-6%	i	-31%	-16%	-2%	-7%	2.9%[9.22 µM]	-17%	40%[activator]
CCOc1ccc(NC(=O)C2CCCN(S(=O)(=O)c3cccc4nsnc34)C2)cc1 (configuration not stated)	?	i	-13%	?	0%	4%	-0.1%	-1%	0%
Cc1ccc(Nc2nc3ccccc3c(=O)s2)cc1C	-6%	i	-21%	?	-4%	-17%	0.0%[9.22 µM]	-37%	-11%
CCC1=Nc2cc(C(=O)NCCN3CCOCC3)ccc2Sc2ccccc21	0%	i	0%	-7%	2%	4%	-0.2%	-2%	3%
CCCS(=O)(=O)N1CCC(n2c(C(F)(F)F)nc3cccnc32)CC1	.	i	-23%	-7%	-5%	.	-0.5%	0%	-15%
COc1ccc(/C=N/NC(=O)c2nc(-c3ccccc3)n(-c3ccccc3)n2)cc1	6%	i	-6%	-6%	3%	3%	-0.3%	2%	3%
Cc1ccc2[nH]c(=O)c(CN(CCCN(C)C)C(=S)NCCc3ccccc3)cc2c1	-1%	?	-74%	29%	-5%	-7%	4.7%	?	-22%
COc1ccc(-c2noc(CCCC(=O)N3CCOCC3)n2)cc1	?	i	12%	?	1%	20%	-0.5%	0%	-17%
O=C(NCCc1ccccc1)C1CCN(C(=O)Nc2ccccc2)CC1	-2%	i	19%	?	-16%	5%	0.4%	26%	55%[activator]
O=C(CCl)N=c1sccn1Cc1cccc2ccccc12	?	?	-111%	-18%	-3%	-10%	-3.2%	?	0.03µM*
Cc1cc(C)nc(NC(=O)c2c(F)c(F)c(F)c(C(=O)Nc3cc(C)cc(C)n3)c2F)c1	8.2µM*	?	-83%	12%	-7%	-3%	?	?	-36%
NS(=O)(=O)c1cc(C(=O)NCCc2ccccn2)ccc1Cl	3%	i	0%	-4%	3%	2%	-0.7%	-6%	.
COc1ccc(CNC(=O)COC(=O)CC2CC3CCC2C3)cc1OC (configuration not stated)	1%	i	-30%	-5%	1%	-2%	-0.8%[9.22 µM]	?	-10%
O=c1c2ccccc2nc(COc2ccccc2)n1/N=C/c1ccc(O)c(O)c1	1%	?	-35%	-20%	-9%	?	6.9%	-31%	.
CC(=O)CCc1oc2ccc(NC(C)=O)cc2c1-c1ccc(C)o1	?	i	-20%	-19%	-13%	4%	2.9%	6%	1%
COc1ccc(C(=O)C2CCCN(C(=O)CCC3=NNC(=O)CC3)C2)c(C)c1 (configuration not stated)	-12%	i	-9%	4%	12%	-4%	0.0%	-14%	7%
CCS(=O)(=O)c1nc(S(=O)(=O)c2ccc(Cl)cc2)c(N2CCOCC2)s1	8%	i	-7%	-10%	5%	-7%	?	-1%	3%
